High-throughput results deposited in PubChem BioAssay by SRMLSC.
SK-BR-3 tox 24h: SK-BR-3 proliferation inhibitors; SK-BR-3 viability, CellTiter-Glo ATP luminescence, 24 h; hits give low values; viability, % at 10 µM; 41,000 tested, 0.47% active;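 active = viability at or below the median of all test compounds minus 3 SD, in both replicates if run twice, cut at about 45% in these data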;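 also: 100% = median untreated cell wells and 0% = median positive control drug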
Starred values were filed as active, the others as inactive. This is a subset, so the mix of outcomes need not match the whole.

SMILES	SK-BR-3 tox 24h
COC(=O)[C@H](C)NC(=O)Nc1ccc(C)c(C)c1	77
c1ccc2nc(-c3nc4ccccc4[nH]3)ccc2c1	89
c1ccc(C2=Nn3c(nnc3-c3n[nH]c4c3CCC4)SC2)cc1	74
CC(C)CC(=O)Nc1ccc(-c2cn3ccsc3n2)cc1	91
COc1ccc(/C(O)=C2/C(=O)C(=O)N(CCCN(C)C)C2c2ccccc2)cc1Cl (stereo not drawn)	74
CCC(C)NC(=O)C(NS(=O)(=O)c1cccc2nsnc12)c1ccccc1 (stereo not drawn)	73
Brc1c(CSc2nncn2-c2ccccc2)nc2sccn12	93
CN1C(=O)N(C)C(NC(=O)Nc2ccccc2)C1NC(=O)Nc1ccccc1 (stereo not drawn)	101
COc1ccc(Cn2nnnc2C(c2cccs2)N2CCSCC2)cc1 (stereo not drawn)	79
CCOC(=O)c1[nH]c(C)c(/C=N/O)c1C	89
COc1ccc(CN2CCN(C(=O)CC(C)C)CC2)c2ccccc12	83
CC(NC(=O)OCc1ccccc1)C(=O)OCN1C(=O)c2ccccc2C1=O (stereo not drawn)	104
N#Cc1c(SCC(N)=O)nc2c(c1-c1ccc(O)cc1)CCCC2	120
O=C(Nc1ccc(N2CCCC2)cc1)c1ccc(Br)o1	78
COc1ccc(S(=O)(=O)N2CCN(C(=O)[C@@H]3CCC(=O)N3C3OC(=O)c4ccccc43)CC2)cc1 (stereo partly drawn)	89
COc1ccc(CC(NC(C)=O)C(=O)NC2CCN(c3c4c(nc5ncnn35)CCC4)CC2)cc1 (stereo not drawn)	97
COc1ccccc1OCc1nnc(SCC(=O)NCc2ccco2)n1Cc1ccco1	103
CCOc1cccc(C(=O)N(Cc2ccc(F)cc2)C2CCS(=O)(=O)C2)c1 (stereo not drawn)	94
COc1cc(NC(=O)c2cc3ccccc3o2)c(OC)cc1Cl	78
O=C(CN1CCN(c2ccccc2)CC1)Nc1ccc(-n2cnnn2)cc1	94
COC(=O)c1sc(NC(C)=O)c(C(=O)OC)c1C	72
O=C(CN1CCCCC1)Nc1cccc(Cl)c1Cl	102
CSc1nnc2c(n1)OC(C)=Nc1ccccc1-2	78
COc1ccc(OC)c(NC(=O)CSc2nnc(CNC(=O)COc3ccc(Cl)cc3)o2)c1	87
O=C1NC(c2ccccc2)(C(F)(F)F)C(=O)N1Cc1cccnc1 (stereo not drawn)	91
COC(=O)c1ccc(NC(=O)CNC(=O)C2CCCCC2)cc1	91
CC1CCc2nc(N)c(C#N)c(-c3cccnc3)c2C1 (stereo not drawn)	104
CS(=O)(=O)N(CC(=O)N1CCOCC1)c1ccc2c3c(cccc13)CC2	94
O=C(C1=C(O)C(=O)N(CCc2ccccc2)C1c1cccnc1)c1ccco1 (stereo not drawn)	99
O=C1CSC(c2ccccn2)N1c1ccccc1 (stereo not drawn)	84
CCCNS(=O)(=O)c1ccc(OCC(=O)NCc2ccco2)cc1	85
Cc1ccc(S(=O)(=O)/N=C(/Nc2nc(C)cc(C)n2)N2CCOCC2)cc1	111
COc1ccc(-c2ccc(-c3noc(C(C)C)n3)c(OC)n2)cc1	68
O=C(CSc1nc(-c2ccccc2)cc(=O)[nH]1)NCc1ccc2c(c1)OCO2	84
Cc1ccc(OCc2nnc(SCC(=O)NC3CCCCC3)n2C)cc1	84
CCCc1nc(NCc2ccco2)c(C#N)c2c1COC(C)(C)C2	85
COc1ccccc1NC(=O)CSC1CC(=O)N(c2ccc3c(c2)OCO3)C1=O (stereo not drawn)	113
CCC(C)(C)n1nnnc1C(C(C)C)N1CCN(C)CC1 (stereo not drawn)	91
COc1ccc(C(CC(=O)O)NC(=O)Cc2ccccc2)cc1 (stereo not drawn)	72
CC1Cn2c(nc3sc4c(c3c2=O)CCC4)N1CCO (stereo not drawn)	105

Three of the compounds above, bar-delimited.
SMILES | SK-BR-3 tox 24h
CCCc1nc(NCc2ccco2)c(C#N)c2c1COC(C)(C)C2 | 85
COc1ccccc1NC(=O)CSC1CC(=O)N(c2ccc3c(c2)OCO3)C1=O (stereo not drawn) | 113
CCC(C)(C)n1nnnc1C(C(C)C)N1CCN(C)CC1 (stereo not drawn) | 91

Following part
SMILES	SK-BR-3 tox 24h
O=S(=O)(c1cccs1)N1CCc2ccccc2C1	88
COc1cc(OC)c(S(=O)(=O)NCc2ccco2)cc1S(=O)(=O)NCc1ccco1	90
CCCCOC(=O)c1ccc(N2C(=O)CC(N3CCN(C/C=C/c4ccccc4)CC3)C2=O)cc1 (stereo not drawn)	99
N#Cc1c(NC(=O)CN2CCCCC2)sc2c1CCC2	95
O=C(CSc1nnc(COc2ccccc2)n1Cc1ccco1)Nc1ccc2c(c1)OCCO2	77
CC(C)(C)C1CCc2onc(C(=O)NCc3ccc(F)cc3)c2C1 (stereo not drawn)	81
O=C(Nc1ccc2c(c1)OCO2)NC1CCN(Cc2ccccc2)CC1	94
Brc1ccc(-c2nnc(-c3ccco3)o2)cc1	89
Cc1cc(C)nc(N2C(=O)CC(C(=O)O)NC2=NCCc2c[nH]c3ccccc23)n1 (stereo not drawn)	91
Fc1ccc(Nc2nc(N3CCOCC3)c3ccccc3n2)cc1	87

Arranged by count of non-hydrogen atoms (rising): 7 of the compounds above
SMILES	SK-BR-3 tox 24h
COC(=O)c1sc(NC(C)=O)c(C(=O)OC)c1C	72
CC1Cn2c(nc3sc4c(c3c2=O)CCC4)N1CCO (stereo not drawn)	105
N#Cc1c(SCC(N)=O)nc2c(c1-c1ccc(O)cc1)CCCC2	120
O=C(Nc1ccc2c(c1)OCO2)NC1CCN(Cc2ccccc2)CC1	94
CCOc1cccc(C(=O)N(Cc2ccc(F)cc2)C2CCS(=O)(=O)C2)c1 (stereo not drawn)	94
O=C(CSc1nc(-c2ccccc2)cc(=O)[nH]1)NCc1ccc2c(c1)OCO2	84
COc1ccc(CC(NC(C)=O)C(=O)NC2CCN(c3c4c(nc5ncnn35)CCC4)CC2)cc1 (stereo not drawn)	97

Further compounds
SMILES	SK-BR-3 tox 24h
COc1nc(Oc2ccc(=O)n(C)n2)nc(N(C)C)n1	103
CN(C1CCCCC1)S(=O)(=O)c1ccc(NC(=O)c2ccc(Br)o2)cc1	110
Nc1nc(NC(=O)c2ccco2)nn1-c1ccccc1	85
CCOC(=O)Nc1ccc2c(c1)N(C(=O)CCN1CCOCC1)c1ccccc1S2=O (stereo not drawn)	99
CCCCCOC(=O)CSc1nnc(-c2ccccc2)c(=O)[nH]1	77
COc1ccc(CCNC(=O)c2cc3c(=O)n4cccc(C)c4nc3n(Cc3ccncc3)c2=N)cc1	78
c1ccc(CCn2nnnc2CN2CCCc3ccccc32)cc1	68
CCOc1ccc2[nH]c(=O)c(CN(Cc3nnnn3Cc3ccco3)C3CCCCC3)cc2c1	64
CCOC(=O)COc1ccc(S(=O)(=O)N2CCN(C(=O)OCC)CC2)cc1	97
CCOc1cc(S(=O)(=O)NCc2cccs2)ccc1Cl	81
O=C(COC(=O)c1ccccn1)Nc1cccc(Cl)c1Cl	97
COc1ccc(-c2nn(C)c(=O)c3ccccc23)cc1NC(=O)Cn1nc(C)c2ccccc2c1=O	87
CCOC(=O)c1ccc(Nc2cc(C)nc(N3CCOCC3)n2)cc1	91
CSc1nc(NC(C)(C)C)nc(N2CCOCC2)n1	101
Cc1nccn1S(=O)(=O)c1ccc(Br)cc1Br	87
CC1=C(C(=O)OCC2CCCO2)C(c2ccc(C)o2)C2=C(CC(c3ccc(F)cc3)CC2=O)N1 (stereo not drawn)	80
O=C(CN1C(=O)COc2ccccc21)N1CCCc2ccccc21	106
O=C(c1cc2ncc(Br)cn2n1)N1CCN(C(=O)c2ccco2)CC1	99
COC(=O)C1=C(C)N=C2SC(C)C(=O)N2C1c1cccs1 (stereo not drawn)	82
CCC(=O)N1c2ccccc2NC2=C(C(=O)CCC2)C1c1cccnc1 (stereo not drawn)	100
O=C(Nc1c(F)cc(F)cc1Br)C1CCCO1 (stereo not drawn)	95
COc1cc(C2C3C(=O)N(c4ccccc4)C(=O)C3ON2c2ccccc2)ccc1O (stereo not drawn)	66
CCCC(=O)NCc1nc2ccccc2n1C	89
Cn1c(=O)c2c(nc(NCc3cccnc3)n2Cc2cccc(C(F)(F)F)c2)n(C)c1=O	75
Cc1ccccc1OCC(=O)Nc1ccc2c(c1)COC2=O	103
CCN(C(=O)CSc1nnnn1-c1cc(C)ccc1OC)C1CCS(=O)(=O)C1 (stereo not drawn)	98
COc1ccccc1C(=O)Nn1cnc2ccccc2c1=O	84
Cc1nnc(SCCn2c(Br)nc3c2c(=O)n(C)c(=O)n3C)s1	92
CCCc1[nH]nc2c1C(c1ccncc1)C(C#N)=C(N)O2 (stereo not drawn)	93
Cc1cc(NC(=O)c2c(-c3ccccc3Cl)noc2C)no1	92
CCOc1nc(NCc2ccco2)nc(Nc2ccc(OC)cc2)n1	68
O=C(Nc1nc(SCc2ccc(F)cc2)ns1)c1ccco1	93
CCC(C(=O)NC1CCCC1)N(C(=O)Cn1nnc(-c2ccc(C)o2)n1)C(C)(C)C (stereo not drawn)	85
CCOc1ccccc1N(CC(=O)NC1CCCC1)C(=O)CCC(=O)Nc1cc(C)on1	92
Cc1cccc(NC(=O)CCN2C(=O)C3C4C=CC(C4)C3C2=O)n1 (stereo not drawn)	94
CCOC(=O)Cn1c(C)c(Br)c(=O)c2cccc(C)c21	83
O=C(NC12CC3CC(CC(C3)C1)C2)N1CCN(c2ccccn2)CC1	92
CC1CN(c2nc3ccccc3nc2C(C#N)C(=O)NCc2ccc3c(c2)OCO3)CC(C)O1 (stereo not drawn)	76
COC(=O)Nc1ccc(C)c(NC(=O)OC)c1	63
COc1cc(S(=O)(=O)N2CCOCC2)ccc1NC(=O)c1cc2c(s1)CCC2	85

Quoted at random: four compounds from above
SMILES	SK-BR-3 tox 24h
Nc1nc(NC(=O)c2ccco2)nn1-c1ccccc1	85
O=C(C1=C(O)C(=O)N(CCc2ccccc2)C1c1cccnc1)c1ccco1 (stereo not drawn)	99
CCOc1nc(NCc2ccco2)nc(Nc2ccc(OC)cc2)n1	68
COc1ccc(S(=O)(=O)N2CCN(C(=O)[C@@H]3CCC(=O)N3C3OC(=O)c4ccccc43)CC2)cc1 (stereo partly drawn)	89

The list continues.
SMILES	SK-BR-3 tox 24h
Cc1cc(Cl)cc(Br)c1OCCCCn1cncn1	105
CCOC(=O)CSc1nnc(CNC(=O)c2cccs2)n1CCc1ccccc1	93
CC1CCCC(NC(=O)CSc2nccn2C)C1C (stereo not drawn)	109
N#CC(=C1CCCC1)c1nc(-c2ccccc2O)cs1	111
Cc1cc(Cl)c2c(c1)[C@]1(C(=O)N2)[C@@H]2C(=O)N(Cc3ccccc3)C(=O)[C@@H]2[C@@H]2CCCN21	92
COc1ccc(C2=NO[C@@H]3C(=O)N(c4c(C)cccc4C)C(=O)[C@H]23)cc1OC	93
C#CCOC(=O)C1C2C=CC(C2)C1C(=O)O (stereo not drawn)	94
COc1ccc(OC)c(-c2[nH]nc3c2C(c2ccco2)C(C#N)=C(N)O3)c1 (stereo not drawn)	82
Cc1ccc(C(=O)NCCCNCCCNC(=O)c2ccc(C)nc2)cn1	131
Cc1ccc(N2CCCn3c2nc2c3c(=O)n(CC(=O)OCc3ccccc3)c(=O)n2C)cc1C	88
Cc1nn2c(-n3ccnc3)c3c(nc2c1-c1ccccc1)CCC3	71
COc1ccc(NC(=O)CNS(=O)(=O)c2cccc3nonc23)c(OC)c1	113
CCOC(=O)N1CCN(S(=O)(=O)c2ccc(OCC(=O)OC)cc2)CC1	91
Cn1c(=O)c2c(nc(CN3CCN(c4ccc(F)cc4)CC3)n2Cc2ccccc2F)n(C)c1=O	103
Nc1ccc(SC(F)(F)F)cc1C(=O)c1ccccc1	102
COc1ccccc1NC(=O)Nc1nnc(C(C)C)s1	74
COc1cc2[nH]c(=O)n(CCC(=O)NC3CCCC3)c(=O)c2cc1OC	68
Cc1c(Cc2ccccc2)c(=O)oc2c(CN(C)C)c(O)c(Cl)cc12	101
CC(=O)NC1(c2ccccc2)CCN(Cc2nnnn2C(C)(C)C)CC1	74
COc1ccc(-c2nnnn2C)cc1S(=O)(=O)NCc1ccccc1	96
O=C(Cn1c(=O)n(-c2ccccc2)c(=O)n1CC(=O)N1CCCCC1)N1CCCCC1	103
COC(=O)c1[nH]c2ccccc2c1NS(=O)(=O)c1ccc(F)c(C)c1	79
Fc1ccc(-c2nnn(Cc3nc4ccccc4s3)n2)cc1	105
COc1ccc(-c2cc(=O)oc3c(C)c(OCc4nn[nH]n4)ccc23)cc1	80
O=C(c1cccc(S(=O)(=O)N2CCCC2)c1)N1CCN(c2ccccc2)CC1	108
O=C(O)CC1SC(=Nc2ccccc2)N(c2ccccc2)C1=O (stereo not drawn)	84
CCSc1nnc(-c2ccccc2N)c(=O)[nH]1	77
COc1ccc(OC)c(S(=O)(=O)N2CCC(C(=O)Nc3cccc(C(F)(F)F)c3)CC2)c1	86
CC1CCc2cccc3c2N1c1cc(C#N)c(C#N)cc1O3 (stereo not drawn)	82
N#Cc1cc2c(nc1SCC(=O)NCc1ccc3c(c1)OCO3)CCCCC2	93
CCC(c1nnnn1CC1CCCO1)N(CCN1CCOCC1)Cc1cc2cc(C)ccc2[nH]c1=O (stereo not drawn)	70
Cc1ccc(O)c(NC(=O)CCC2CCCCC2)c1	109
CCN(CC)c1nc(N2CCOCC2)c(C#N)c2c1CN(C)CC2	85
O=C(Cc1cccs1)Nc1nnc(-c2ccncc2)s1	115
Cn1c(N2CCN(c3ccccn3)CC2)nc2c1c(=O)n(Cc1ccc(Cl)cc1)c(=O)n2C	77
Cc1cccc2cc(C#N)c(N3CCN(C)CC3)nc12	74
O=C(c1ccco1)N1CCN(c2nc3ccccc3c(=O)n2-c2ccccc2)CC1	82
Cc1cc(OCC(=O)C(C)(C)C)c2c(C)c(C)c(=O)oc2c1	90
